Assay outcomes (PubChem)
NS5 inhibitors – Dengue-2 NS5 methyltransferase inhibitors, primary screen, biochemical, confirmation dose response (AID 588689) | Dengue-2 NS5 methyltransferase capping enzyme assay, biochemical; higher % means a stronger effect | one-dose inhibition, % at 25 µM; IC50 in µM for titrated hits | 0.3% of 340,000 active; in the data active = a potency from the dose series
NS5 inhibitors pilot replicate – further read-out of NS5 inhibitors, marked with its call; inhibition, %; measured here: pilot screen replicate inhibition
An asterisk follows results filed as active. Not all compounds are listed (hit frequency here may not be typical).

SMILES	NS5 inhibitors	others
COc1ccc2nc(-c3ccccc3)[nH]c(=O)c2c1	2%	NS5 inhibitors pilot replicate=0.9
COc1ccc(C(=O)OCC(=O)Nc2ccc(N3CCOCC3)cc2)cc1OC	-4%
O=C(CN1C(=O)NC2(CCCC2)C1=O)OCCOc1ccc(Br)cc1	-1%
CCOc1ccc(C(=O)CCC(=O)NN2CCCCC2)cc1	-8%
O=C(COC(=O)Cc1c[nH]c2ccccc12)NC1CCS(=O)(=O)C1 (stereo not given)	2%
N#CC1(NC(=O)CSc2ccccn2)CCCCC1	-1%
CC(C)C[C@H]1CNC(=S)N1CC1CCN(CCCCc2ccccc2)CC1	-5%	NS5 inhibitors pilot replicate=-1.8
CC(=O)c1c(C)[nH]c(C(=O)NNC(=O)COc2ccc(Cl)cc2C)c1C	-4%
COC(=O)[C@]1(C)N[C@H](CN(C)C(=O)NC(C)C)[C@@H]2C(=O)N(Cc3ccccc3)C(=O)[C@@H]21	-3%	NS5 inhibitors pilot replicate=1.8
COc1ccccc1NC(=O)COC(=O)c1cc(C)nc2ccccc12	-2%

Sorted by number of heavy atoms (low to high): some entries from above.
SMILES	NS5 inhibitors	others
N#CC1(NC(=O)CSc2ccccn2)CCCCC1	-1%
CCOc1ccc(C(=O)CCC(=O)NN2CCCCC2)cc1	-8%
COc1ccc(C(=O)OCC(=O)Nc2ccc(N3CCOCC3)cc2)cc1OC	-4%
COC(=O)[C@]1(C)N[C@H](CN(C)C(=O)NC(C)C)[C@@H]2C(=O)N(Cc3ccccc3)C(=O)[C@@H]21	-3%	NS5 inhibitors pilot replicate=1.8

Following part:
SMILES	NS5 inhibitors	others
CC1CC(C)CN(C(=O)C(C)N(C)CC(=O)Nc2ccc(F)cc2)C1 (stereo not given)	-1%
Nc1cc2c(cc1[N+](=O)[O-])-c1ccccc1C2=NO	0%
CC12CCC(=O)N1C(C(=O)Nc1cccc(S(=O)(=O)N3CCCCC3)c1)CS2 (stereo not given)	7%
CC[C@@H](C)[C@H](C(CC(=O)N1CCCC1[C@@H](OC)[C@H](C)C(=O)N[C@H](Cc1ccccc1)c1nccs1)OC)N(C)C(=O)[C@H](NC(=O)[C@@H](C(C)C)N(C)C)C(C)C (stereo not given in full)	-5%
O=C(COc1ccc(Cl)cc1Br)N1CCN(c2ncccn2)CC1	0%
Nc1ccc(-n2nc3ccccc3n2)cc1	-9%
O=C(COc1coc(CN2CCc3ccccc3C2)cc1=O)Nc1ccc(F)cc1F	-11%
CCN(C[C@H]1N[C@@](CC)(C(=O)OC)[C@H]2C(=O)N(C)C(=O)[C@@H]12)C(=O)COC	-6%	NS5 inhibitors pilot replicate=-3.9
CN(C)C(=O)CCc1ccc2c3c([nH]c2c1)[C@]1(CCc2ccccc2)[C@@H](C(=O)N2CCCCC2)C[C@H](CC(=O)NCc2cccc(C(F)(F)F)c2)C(=O)N1CC3	-12%
CNC(=O)C[C@H]1C(=O)N(Cc2ccccc2)C[C@@H]1CSC	-8%

Molecules listed so far containing a Cl atom, in the order listed:
SMILES	NS5 inhibitors	others
CC(=O)c1c(C)[nH]c(C(=O)NNC(=O)COc2ccc(Cl)cc2C)c1C	-4%
O=C(COc1ccc(Cl)cc1Br)N1CCN(c2ncccn2)CC1	0%

A stretch from the list above, as a working copy:
SMILES	NS5 inhibitors	others
CC1CC(C)CN(C(=O)C(C)N(C)CC(=O)Nc2ccc(F)cc2)C1 (stereo not given)	-1%
Nc1cc2c(cc1[N+](=O)[O-])-c1ccccc1C2=NO	0%
CC12CCC(=O)N1C(C(=O)Nc1cccc(S(=O)(=O)N3CCCCC3)c1)CS2 (stereo not given)	7%
CC[C@@H](C)[C@H](C(CC(=O)N1CCCC1[C@@H](OC)[C@H](C)C(=O)N[C@H](Cc1ccccc1)c1nccs1)OC)N(C)C(=O)[C@H](NC(=O)[C@@H](C(C)C)N(C)C)C(C)C (stereo not given in full)	-5%
O=C(COc1ccc(Cl)cc1Br)N1CCN(c2ncccn2)CC1	0%

Next structures follow:
SMILES	NS5 inhibitors	others
Cc1ccccc1Sc1ccc([N+](=O)[O-])cn1	-12%
O=C(c1cccc(S(=O)(=O)N2CCN(c3ccc(F)cc3)CC2)c1)N1CCN(c2ccccc2O)CC1	4%
O=C(CCn1cccn1)N1CCCC(Nc2ccc(F)c(F)c2)C1 (stereo not given)	8%
Cc1ccc(S(=O)(=O)NCCC(=O)NC2CCCCCC2)cc1C	0%
Cc1cc(C)cc(NC(=O)COC(=O)C2CC3C=CC2C3)c1 (stereo not given)	-7%
O=C(OCC(=O)C12CC3CC(CC(C3)C1)C2)c1ccc(O)cc1	-1%
COCC(C)n1c(SCC(=O)Nc2sccc2C(N)=O)nc2ccccc2c1=O (stereo not given)	-4%
CN(C)S(=O)(=O)N1CCC(Oc2ccc(C(=O)N3CCCCCC3)cc2)CC1	4%
COc1ccc(Br)cc1CN(C)CC(=O)Nc1cccc(S(=O)(=O)N2CCCC2)c1	2%
Cc1cccc(C(C)C)c1NC(=O)Cc1ccc(S(=O)(=O)N2CCOCC2)s1	0%
Cc1ccc2c(c1)C(=O)N1[C@H]3c4cc(C)ccc4OC[C@@H]3[C@H](c3ccccc3)[C@]1(C)C(=O)N2	-1%
CN(CC(=O)Nc1cccc(F)c1)C(=O)C1CC(=O)N(CCc2ccccc2)C1 (stereo not given)	-9%
COCCN(C(=O)CSc1cc(C)c2ccccc2n1)c1c(N)n(CC(C)C)c(=O)[nH]c1=O	1%
COC(=O)c1cccc(NC(=O)/C(=C\c2ccco2)NC(=O)c2ccco2)c1	8%
CCN(C(=O)COC(=O)C(c1ccccc1)c1ccccc1)c1c(N)n(Cc2ccccc2)c(=O)[nH]c1=O	-1%
CCCN(C(=O)CSc1nnc(N)s1)c1c(N)n(Cc2ccccc2)c(=O)[nH]c1=O	5%
O=C(COc1ccccc1)Nc1cccc(S(=O)(=O)N2CCCC2)c1	0%
COC(=O)C[C@H](NC(=O)Cn1cnc2c(SC)nc(N)nc21)C(=O)OC	-7%
COc1ccc(CN(C)C[C@@H]2OCc3cnnn3CCCC(=O)N([C@H](C)CO)C[C@H]2C)cc1	3%
Cc1ccnc(NC(=O)c2ccc(C(=O)c3ccccc3)cc2)c1	-8%
COc1ccccc1-n1nnnc1SCC(=O)Nc1oc(C)c2c(C)n[nH]c(=O)c12	-4%
CCOCCn1ccc2c(OCC(=O)Nc3ccccc3OC)cccc2c1=O	-12%
COC(=O)C1SCCN1S(=O)(=O)c1ccc(Cl)cc1 (stereo not given)	4%
Cc1nn(CC(=O)OCC(=O)NCCc2ccc(S(N)(=O)=O)cc2)c(C)c1[N+](=O)[O-]	1%
CCN(CC)CCn1c2c(c(SCC(=O)Nc3ccc(F)c(F)c3)nc1=O)CCC2	-11%
CCOC(=O)c1ccccc1NC(=O)COC(=O)CSCC(=O)Nc1cc(C)on1	4%
COc1cc(C(=O)NCC(=O)NCCN2C(=O)S/C(=C\c3ccc4c(c3)OCO4)C2=O)cc(OC)c1OC	-3%
O=C(Nc1ccccc1F)c1cc(-c2ccco2)nc2ccccc12	6%
CCCCN1CC(COCc2ccccc2)Oc2cccc(Oc3cc(C)c(C)c(C)c3)c2S1(=O)=O (stereo not given)	-5%	NS5 inhibitors pilot replicate=-0.6
O=C(NCCOc1ccccc1)c1cccc(S(=O)(=O)N2CCN(Cc3ccccc3)CC2)c1	-5%
COc1cccc(C(=O)N2CCN(Cc3nc(-c4ccoc4)oc3C)CC2)c1	-2%
Cc1ccc(S(=O)(=O)N2CCN(C(=S)NCC3CCCO3)CC2)cc1 (stereo not given)	-9%
O=C(COC(=O)Cc1c(F)cccc1Cl)NC1CCS(=O)(=O)C1 (stereo not given)	-7%
COc1ccc(N2CCN(C(=O)c3cc(C4CC4)nn3-c3ccccc3)CC2)cc1	-7%
C[C@H]1CN([C@@H](C)CO)C(=O)CCCn2cc(nn2)CO[C@@H]1CN(C)C(=O)Nc1cccc(Oc2ccccn2)c1	-3%
Cc1ccccc1C(=O)NCC(=O)NC1CC1	-12%
COC(=O)[C@H](C(C)C)N(Cc1ccccc1)S(=O)(=O)CCNC1CCCC1	3%	NS5 inhibitors pilot replicate=2.4
COc1ccc(N2CC(NS(=O)(=O)c3cccs3)CC2=O)cc1 (stereo not given)	-3%
Cc1ccc(Nc2c(O)nc[nH]c2=O)cc1C	-2%
COc1cc2ccccc2cc1C(=O)NC1CCC(C)CC1 (stereo not given)	-2%
CC(=O)N1CCN(CCS(=O)(=O)c2cc(Cl)ccc2Cl)CC1	0%
O=S(=O)(NCCCCNS(=O)(=O)c1c(F)cccc1F)c1ccc2c(c1)OCCO2	-7%
C[C@H](CO)N1C[C@H](C)[C@@H](CN(C)S(=O)(=O)c2cccc(C#N)c2)OCc2cn(nn2)CCCC1=O	3%
CNc1snc(C)c1C(=O)OCC(=O)c1ccc(Cl)cc1	-7%
C[C@@H]1CN([C@@H](C)CO)C(=O)c2cc(NC(=O)c3ccncc3)ccc2O[C@@H](C)CCCCO[C@@H]1CN(C)C(=O)Cc1ccccc1	-1%
COC(=O)C1CCc2c(ccc3c2CCCC3)C1=O (stereo not given)	-5%
C[C@H](CO)N1C[C@H](C)[C@@H](CN(C)Cc2ccccc2)Oc2c(NS(=O)(=O)c3ccc(F)cc3)cccc2C1=O	-5%
COc1ccc2cc(C3=CC(=O)CC(C)(C)C3=O)ccc2c1	-3%
CC1(N=Cc2cc(Cl)ccc2O)COP(=O)(Nc2ccccc2)OC1 (stereo not given)	7%
CCC1NC(=O)c2cccnc2-n2c1nc1cc(C)cc(C)c1c2=O (stereo not given)	-6%
New compounds follow.
SMILES	NS5 inhibitors	others
Cc1nn(-c2ncccn2)c2c1C(=O)CC(C)(C)C2Br (stereo not given)	-4%	NS5 inhibitors pilot replicate=-2.7
Cc1ccc(NC(=O)CN2CCN(Cc3ccccc3)CC2)cc1Cl	2%
CCN(Cc1ccccc1)C(=O)c1ccc(N(C)S(=O)(=O)c2ccc(C)cc2)cc1	-1%
COc1ccccc1NS(=O)(=O)c1cc(C(=O)NCc2cccnc2)ccc1C	-10%
Cc1sc(NC(=O)c2cccc(N3C(=O)CCC3=O)c2)nc1-c1ccccc1	2%
CC(C)N(Cc1ccccc1)C(=O)COC(=O)c1cnc(Cl)c(Cl)c1	5%
O=C(CNC(=O)C1CC1)Nc1ccc(F)c(F)c1F	-4%
Nc1nc2cc(S(=O)(=O)N3CCOCC3)ccc2o1	-3%
COc1ccccc1NC(=O)c1cc(N)cc(C(=O)Nc2ccccc2OC)c1	7%
CC(C)(C)NCC(=Cc1ccccc1)C(=O)c1ccccc1	-15%
Cc1csc(=O)n1CC(=O)OC(C)C(=O)Nc1ccc(N(C)C)cc1 (stereo not given)	-4%
CCC(CO)Oc1cc(NCc2ccc(F)cc2)c2ncn(C(C)C)c2c1 (stereo not given)	-1%
O=C(Cc1c(F)cccc1Cl)NNC(=O)c1ccc(Br)s1	0%
CCOc1cc(C)nc(N2CCC(C(=O)NCC3CCCO3)CC2)n1 (stereo not given)	-1%
CCCN(CCC)C(=O)C(c1ccccc1)C1(O)CCCCC1 (stereo not given)	-9%
O=C(CCNC(=O)C1CCN(S(=O)(=O)c2ccc(F)cc2)CC1)NCc1ccccn1	-3%
C/C(=N\NC(=O)c1ccc2c(c1)OCO2)c1ccc(NS(C)(=O)=O)cc1	1%
Cc1ccc(NC(=O)COC(=O)c2ccc(S(=O)(=O)N3CCCC3)cc2)cc1	3%
CCCCCN(C(=O)CCC(=O)OC(C)C(=O)Nc1cccc(C#N)c1)c1c(N)n(CCCC)c(=O)[nH]c1=O (stereo not given)	-4%
Cc1ccccc1NC(=O)C(C)OC(=O)CCC(=O)N(CC(C)C)c1c(N)n(CC(C)C)c(=O)[nH]c1=O (stereo not given)	-1%
CC(=O)Nc1ccc(NC(=O)c2cccc(S(=O)(=O)N3CCCCCC3)c2)cc1	-1%
O=C(Nc1cc(Cl)ccc1Cl)P(=O)(O)c1ccccc1	3%
CC(=O)Nc1cccc(NC(=O)CSc2nc(=O)n(Cc3ccncc3)c3c2CCC3)c1	-5%
COc1cc(CN(C)C(=O)C(=O)c2c[nH]c3ccccc23)ccc1O	6%
Cc1ccc(S(=O)(=O)N2CCCCC2)cc1NC(=O)c1ccc(=O)[nH]c1	3%
NC(=S)NN=C1CCCCCCCCCC1	-8%
CC(=O)Nc1ccc(S(=O)(=O)/N=C2\SCCN2S(=O)(=O)c2ccc(NC(C)=O)cc2)cc1	-7%
Cc1cc2c(=O)n(C)c(SCC(=O)NC3CCCC3)nc2s1	7%
CC(Sc1ccc(S(=O)(=O)N2CCN(C)CC2)cn1)C(=O)NC1(C#N)CCCCC1 (stereo not given)	6%
COc1cccc(CN(C)CCCn2cnc3c(SC)ncnc32)c1	0%
CC(=O)c1ccc(S(=O)(=O)Nc2ccc(-n3c(C)nc4ccccc4c3=O)cc2)cc1	-1%
O=C(c1cccc(S(=O)(=O)Nc2ccc(F)cc2)c1)N1CCCC1	2%
O=C(NN1C(=O)NC2(CCCCC2)C1=O)c1cc2cc(Cl)ccc2o1	9%
CN(C)S(=O)(=O)c1cccc(NC(=O)CO/N=C(\N)c2ccccc2)c1	2%
O=C(COC(=O)CCNS(=O)(=O)c1ccc(Cl)cc1)NCc1ccccc1	-1%
O=C(Nc1cc(C(F)(F)F)ccc1-n1cncn1)C1CC1	8%
COc1ccc(-c2cc3nc(-c4ccccc4)cc(N4CCN(C(=O)c5ccoc5)CC4)n3n2)cc1	3%
Cc1ccc(NC(=O)CSCC(=O)OCc2cc(=O)oc3cc(O)ccc23)c(C)c1	-10%
Cc1cc(O)c2c(c1)C(=O)[C@@]13Oc4c5c(c(O)c6c(O)cc(C)cc46)C(=O)C[C@H](O)[C@H]5[C@@H]1[C@@H](O)CC(=O)C3=C2O	17µM*
CC(=O)N1CCN(C(=O)COC(=O)c2oc3ccccc3c2C)CC1	-4%
Cc1csc(NC(=O)CSc2nc3[nH]c(=O)cc(O)c3s2)n1	-1%
CC(=O)Nc1ccc(-c2csc(NC(=O)CN3C(=O)NC4(CCCC4)C3=O)n2)cc1	-3%
CCOC(=O)c1c(NC(=O)CN2C(=O)NC3(CCC(C)CC3)C2=O)sc(C(=O)N(C)C)c1C (stereo not given)	3%
Cc1c(C(=O)NC2CCCC2)oc2ccccc12	-3%
